Bioassay records: PubChem BioAssay, ICCB-Longwood Screening Facility, Harvard Medical School
Polio RdRp inh = poliovirus RdRp elongation inhibitors, primary screen, biochemical, fluorescence polarization, total intensity; Genome polyprotein (Poliovirus type 1 (strain Mahoney)), P03300; % elongation, % (compound at 16.7 µg/mL); AID 588519, 2011; 0.66% of 150,000 active; poliovirus polymerase elongation; hits give low values; in the data active = % elongation below about 90%; also: some results filed as inactive read as strong as hits
Target sequence (P03300 1749-2209 limits assumed): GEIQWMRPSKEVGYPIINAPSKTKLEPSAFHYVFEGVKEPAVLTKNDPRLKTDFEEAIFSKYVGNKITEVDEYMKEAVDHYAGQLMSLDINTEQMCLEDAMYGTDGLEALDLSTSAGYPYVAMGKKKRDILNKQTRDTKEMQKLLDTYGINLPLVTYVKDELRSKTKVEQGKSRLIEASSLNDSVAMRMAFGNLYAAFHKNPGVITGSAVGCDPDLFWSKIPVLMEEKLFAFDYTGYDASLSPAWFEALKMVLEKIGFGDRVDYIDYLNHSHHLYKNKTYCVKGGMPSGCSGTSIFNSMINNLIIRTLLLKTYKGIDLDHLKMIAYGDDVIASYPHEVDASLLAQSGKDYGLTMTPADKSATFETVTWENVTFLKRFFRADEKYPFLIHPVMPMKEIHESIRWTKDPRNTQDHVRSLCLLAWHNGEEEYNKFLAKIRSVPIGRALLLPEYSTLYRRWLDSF
Polio RdRp inh FP z-score = further read-out of Polio RdRp inh, marked with its call; z-score; measured here: FP z-score; hits read low
Starred values were filed as active, the others as inactive. Not all compounds are listed; count on the stated rates, not on these rows.

Start of the data: the first 4 records, ahead of the listing:
O=C1C=CC(=O)N1c1ccc(N2CCCCC2)cc1 was read as Polio RdRp inh 103 and Polio RdRp inh FP z-score 0.5.
CC(C)c1cnc2c(c1SCc1ccc([N+](=O)[O-])cc1)c(=O)n(C)c(=O)n2C was read as Polio RdRp inh 112 and Polio RdRp inh FP z-score 0.9.
`CCCN1CCC(NC(=O)c2cccc(Oc3ccccc3)c2)CC1` gave Polio RdRp inh 102 and Polio RdRp inh FP z-score -0.1.
For O=C1NC(=O)C2(COC(c3ccccc3)OC2)S1 (configuration not stated) the results were Polio RdRp inh 106 and Polio RdRp inh FP z-score 0.3.

The listing (from the top)
O=C1C=CC(=O)N1c1ccc(N2CCCCC2)cc1 was read as Polio RdRp inh 103 and Polio RdRp inh FP z-score 0.5.
CC(C)c1cnc2c(c1SCc1ccc([N+](=O)[O-])cc1)c(=O)n(C)c(=O)n2C was read as Polio RdRp inh 112 and Polio RdRp inh FP z-score 0.9.
`CCCN1CCC(NC(=O)c2cccc(Oc3ccccc3)c2)CC1` gave Polio RdRp inh 102 and Polio RdRp inh FP z-score -0.1.
For O=C1NC(=O)C2(COC(c3ccccc3)OC2)S1 (configuration not stated) the results were Polio RdRp inh 106 and Polio RdRp inh FP z-score 0.3.
O=C(CNc1ccccc1Cl)N/N=C1\CCCc2ccccc21 was read as Polio RdRp inh 102 and Polio RdRp inh FP z-score 0.1.
For CC(=NC1CC1)C1=C(O)c2ccccc2C1=O the results were Polio RdRp inh 103 and Polio RdRp inh FP z-score 0.4.
For N#CCCn1c(SCC(=O)c2ccc(Cl)s2)nc2ccccc21 the results were Polio RdRp inh 106 and Polio RdRp inh FP z-score 0.3.
`CCOc1ccc(NC(=O)Cc2c(C(=O)O)[nH]c3ccccc23)cc1` gave Polio RdRp inh 98 and Polio RdRp inh FP z-score -0.3.
COc1ccc2cc3cc(C(=O)Nc4ccccc4C)oc3nc2c1 was read as Polio RdRp inh 104 and Polio RdRp inh FP z-score -1.4.
`CN(C)C(C(=O)O)c1ccc(Cl)cc1` (configuration not stated) gave Polio RdRp inh 102 and Polio RdRp inh FP z-score 0.2.
Cc1ncc(CO)c(/C=N/NC(N)=S)c1O was read as Polio RdRp inh 98 and Polio RdRp inh FP z-score -0.9.
NC(N)=NS(=O)(=O)c1ccccc1 was read as Polio RdRp inh 103 and Polio RdRp inh FP z-score 0.2.
Screening C/C(=C/C(=O)O)C(=O)Nc1ccccc1F returned Polio RdRp inh 99 and Polio RdRp inh FP z-score -0.5.
Cc1ccc(C)c(CN2C(=O)c3ccccc3Sc3ccc(C(=O)N4CCC5(CC4)OCCO5)cc32)c1 was read as Polio RdRp inh 108 and Polio RdRp inh FP z-score -0.5.
For CS(=O)(=O)NCCc1ccc(C(=O)O)s1 the results were Polio RdRp inh 102 and Polio RdRp inh FP z-score 0.1.
`COc1ccc(C(=O)OCc2cc(=O)n3cc(C)ccc3n2)c(OC)c1OC` gave Polio RdRp inh 103 and Polio RdRp inh FP z-score 0.
`Fc1ccc(-c2ccc(CNCCCSc3ncccn3)o2)cc1Cl` gave Polio RdRp inh 103 and Polio RdRp inh FP z-score 0.7.
For COC(=O)c1ccc(COC(=O)C2CC(=O)N(Cc3ccco3)C2)cc1 (configuration not stated) the results were Polio RdRp inh 102 and Polio RdRp inh FP z-score 0.3.
COc1cc(-c2noc(-c3ccc(N4CCCCC4)c([N+](=O)[O-])c3)n2)cc(OC)c1OC was read as Polio RdRp inh 115 and Polio RdRp inh FP z-score 1.5.
`Cc1ccc(Cl)cc1N1CCN(S(=O)(=O)c2ccc3c(c2)CC(=O)N3C)CC1` gave Polio RdRp inh 106 and Polio RdRp inh FP z-score 0.
COc1ccc(Cc2nc3c4cnn(-c5c(F)c(F)cc(F)c5F)c4ncn3n2)cc1OC was read as Polio RdRp inh 106 and Polio RdRp inh FP z-score 0.9.
`Cc1cccc(N2CCN(C(=O)C3CCN(Cc4nc(-c5ccc(Cl)cc5)oc4C)CC3)CC2)c1C` gave Polio RdRp inh 104 and Polio RdRp inh FP z-score -0.4.
For O=C(Nc1ccc(Cl)cc1)C1CCN(c2nc3ccccc3n3cccc23)CC1 the results were Polio RdRp inh 98 and Polio RdRp inh FP z-score -1.5.
For COc1ccc(/C=C2/N=C3SC(C)C(=O)N3C2=O)cc1 (configuration not stated) the results were Polio RdRp inh 101 and Polio RdRp inh FP z-score -0.4.
CN(C(=O)CSc1n[nH]c(N)n1)c1ccccc1 was read as Polio RdRp inh 106 and Polio RdRp inh FP z-score 0.3.
For COc1ccc2[nH]c(C(=O)N3CCCN(Cc4ccc(F)cc4)CC3)cc2c1 the results were Polio RdRp inh 102 and Polio RdRp inh FP z-score 0.2.
For Cc1ccccc1CN1CCc2nc(N3CCN(c4ncccn4)CC3)ncc2C1 the results were Polio RdRp inh 91 and Polio RdRp inh FP z-score -2.2.
CN(C(=O)c1ccccc1C(=O)N(C)C1CCS(=O)(=O)C1)C1CCS(=O)(=O)C1 (configuration not stated) was read as Polio RdRp inh 104 and Polio RdRp inh FP z-score 0.
`Cc1ccc(-c2ccc(/C=C3/SC(=S)N(C)C3=O)o2)cc1Cl` gave Polio RdRp inh 104 and Polio RdRp inh FP z-score 0.5.
`O=C(Cn1cc(SCc2ccc(F)cc2)c2ccccc21)N1CCCCC1` gave Polio RdRp inh 119 and Polio RdRp inh FP z-score 0.4.
O=C(COC(=O)c1cc(=O)c2ccccc2o1)Nc1ccc(S(=O)(=O)N2CCCC2)cc1 was read as Polio RdRp inh 100 and Polio RdRp inh FP z-score -0.2.
O=C1C=CC(=O)N1C1CC1 was read as Polio RdRp inh 102 and Polio RdRp inh FP z-score -0.1.
`O=C(Nc1ccc(N2CCCCC2)cc1)C1COc2ccccc2O1` (configuration not stated) gave Polio RdRp inh 100 and Polio RdRp inh FP z-score 0.
`O=C(COC(=O)c1ccccc1C(=O)c1ccccc1)NC1CCCCC1` gave Polio RdRp inh 97 and Polio RdRp inh FP z-score -1.3.
Screening Cn1nc(C(=O)N2CCN(c3ccc(Cl)cc3)CC2)c2c1-c1ccccc1S(=O)(=O)C2 returned Polio RdRp inh 112 and Polio RdRp inh FP z-score 1.1.
`CCOC(=O)Cc1cc(=O)[nH]c(Nc2nc3ccccc3o2)n1` gave Polio RdRp inh 91 and Polio RdRp inh FP z-score -2.5.
For CCn1ncc(C2=NOC(C(=O)N3CCC(C(N)=O)CC3)C2)c1C (configuration not stated) the results were Polio RdRp inh 103 and Polio RdRp inh FP z-score 0.6.
Cc1cccc(N2CCN(C(=O)CN3C(=O)CCSc4ccccc43)CC2C)c1 (configuration not stated) was read as Polio RdRp inh 100 and Polio RdRp inh FP z-score -1.6.
For Cc1cccc(C(=O)OCCN2C(=O)c3ccccc3C2=O)c1 the results were Polio RdRp inh 103 and Polio RdRp inh FP z-score 0.
Screening CCN(CC)CCCNc1nnc(C)c(=O)[nH]1 returned Polio RdRp inh 99 and Polio RdRp inh FP z-score -0.3.
CN(C)CCNC(=O)c1cc2c(s1)-c1ccc(Cl)cc1SC2 was read as Polio RdRp inh 101 and Polio RdRp inh FP z-score -0.8.
Screening CCCn1c(=N)n(CC(O)c2ccccc2)c2ccccc21 (configuration not stated) returned Polio RdRp inh 100 and Polio RdRp inh FP z-score -0.3.
Screening Cc1cc(OCCON2C(=O)CCC2=O)c(C)cc1Cl returned Polio RdRp inh 101 and Polio RdRp inh FP z-score 0.6.
Cc1ccc(CNCc2ccccc2)o1 was read as Polio RdRp inh 105 and Polio RdRp inh FP z-score 0.2.
For CCOC(=O)c1sc(N2C(=O)c3oc4ccccc4c(=O)c3C2c2ccc(C(C)(C)C)cc2)nc1C (configuration not stated) the results were Polio RdRp inh 107 and Polio RdRp inh FP z-score 0.6.
`CN1CCN(c2ccc(Cl)cc2NC(=S)Nc2cccnc2)CC1` gave Polio RdRp inh 101 and Polio RdRp inh FP z-score -0.2.
`O=S(=O)(CC(O)COc1ccc(Br)cc1)c1ccccc1` (configuration not stated) gave Polio RdRp inh 100 and Polio RdRp inh FP z-score -0.2.
`O=c1c2c(-c3cccs3)csc2nc(CN2CCOCC2)n1Cc1ncc(-c2ccccc2)o1` gave Polio RdRp inh 104 and Polio RdRp inh FP z-score 0.2.
Screening CCC(CC)NCc1ccc(OC)c(C)c1OC returned Polio RdRp inh 103 and Polio RdRp inh FP z-score 0.3.
CC(=O)Nc1ccccc1OCc1cc(=O)n2c(C)csc2n1 was read as Polio RdRp inh 111 and Polio RdRp inh FP z-score 0.9.
Screening O=C(CSc1nccc(-c2cccs2)n1)Nc1ccccc1 returned Polio RdRp inh 103 and Polio RdRp inh FP z-score 0.1.
CSc1ccc(CNC(=O)CN2C(=O)C3CCCCN3c3ccc(C(=O)N4CCCC4)cc32)cc1 (configuration not stated) was read as Polio RdRp inh 113 and Polio RdRp inh FP z-score 1.5.
Screening Nc1cccc(-c2ncn[nH]2)c1 returned Polio RdRp inh 101 and Polio RdRp inh FP z-score -0.3.
For CC(=O)Nc1c(I)c(C(=O)NC2[C@H](O)OC(CO)[C@@H](O)[C@H]2O)c(I)c(N(C)C(C)=O)c1I (some centres not stated) the results were Polio RdRp inh 101 and Polio RdRp inh FP z-score 0.2.
O=C(OCC(=O)c1c[nH]c2ccccc12)c1ccc(N2CCCC2=O)cc1 was read as Polio RdRp inh 102 and Polio RdRp inh FP z-score -0.1.
`O=C1COc2ccc(C(=O)COC(=O)c3ccc(S(=O)(=O)N4CCOCC4)cc3)cc2N1` gave Polio RdRp inh 105 and Polio RdRp inh FP z-score 0.5.
Screening O=C1NC(c2ccccc2)(C(F)(F)F)SC2=CCCCCN12 (configuration not stated) returned Polio RdRp inh 103 and Polio RdRp inh FP z-score 0.2.
`COc1cc(NC(=O)c2noc3c2CC(C)CC3)c(OC)cc1Cl` (configuration not stated) gave Polio RdRp inh 103 and Polio RdRp inh FP z-score 0.
CCOC(=O)c1cnc(Sc2ccc(F)c(Cl)c2)nc1C(F)(F)F was read as Polio RdRp inh 101 and Polio RdRp inh FP z-score -0.4.
`Cc1ccc2c(CC(=O)O)coc2c1C` gave Polio RdRp inh 103 and Polio RdRp inh FP z-score 1.1.
Screening COc1cc(OC)cc(C(=O)c2coc3ccc(O)c(CN4CCOCC4)c23)c1 returned Polio RdRp inh 99 and Polio RdRp inh FP z-score -0.7.
Screening COc1ccc2c(c1)CC(C(=O)Nc1ccc(Br)c(C)c1)CO2 (configuration not stated) returned Polio RdRp inh 106 and Polio RdRp inh FP z-score -0.2.
For O=c1[nH]c2ccc(Cl)cc2c(-c2ccccc2)c1N1CCOCC1 the results were Polio RdRp inh 101 and Polio RdRp inh FP z-score -0.2.
`CCCCCOC(=O)c1ccc(Nc2nc(C(=O)OCC)nc3ccccc23)cc1` gave Polio RdRp inh 104 and Polio RdRp inh FP z-score -0.1.
For CCOC(=O)c1ccc(NC(=O)CCn2ccc(C)n2)cc1 the results were Polio RdRp inh 100 and Polio RdRp inh FP z-score -1.6.
CCCN1CCC(NC(=S)NC2CCCC2)CC1 was read as Polio RdRp inh 100 and Polio RdRp inh FP z-score 0.1.
Screening CCC(C(=O)Nc1ccc(C(C)=O)cc1)n1c(C)c2cnn(-c3ccccc3)c(=O)c2c1C (configuration not stated) returned Polio RdRp inh 104 and Polio RdRp inh FP z-score -0.4.
For CN(C)c1nc(N(C)C)nc(N(C#N)S(=O)(=O)c2ccccc2Cl)n1 the results were Polio RdRp inh 101 and Polio RdRp inh FP z-score -0.4.
`Cc1ccc(NC(=O)Cn2ncn3c(cc4ccccc43)c2=O)c(C)c1` gave Polio RdRp inh 108 and Polio RdRp inh FP z-score 0.6.
Screening CCOc1ccc(-c2c(=O)n(O)c3ccccc3[n+]2[O-])cc1 returned Polio RdRp inh 99 and Polio RdRp inh FP z-score -0.8.
`CCOC(=O)c1cc2c(=O)n3ccccc3nc2n(CCCOC)c1=NC(=O)C(C)(C)Oc1ccc(Cl)cc1` gave Polio RdRp inh 105 and Polio RdRp inh FP z-score 0.1.
CCCN1C(=O)S/C(=C\c2cn(CC(=O)N3CCOCC3)c3ccccc23)C1=O was read as Polio RdRp inh 102 and Polio RdRp inh FP z-score 0.1.
For CC(=O)OC/C=C(C)/C=C/C=C(C)/C=C/C1=C(C)CCCC1(C)C the results were Polio RdRp inh 101 and Polio RdRp inh FP z-score 0.2.
`Cc1nn(C)c2c1S(=O)(=O)N=C(SCc1c(F)cccc1Cl)S2` gave Polio RdRp inh 88* and Polio RdRp inh FP z-score -2.4*.
`CCOc1ccc(NC(=O)C2CCN(S(=O)(=O)CC)CC2)cc1` gave Polio RdRp inh 103 and Polio RdRp inh FP z-score 1.3.

Quoted at random: 3 records from the list, in no set order.
`CCOc1ccc(NC(=O)C2CCN(S(=O)(=O)CC)CC2)cc1` gave Polio RdRp inh 103 and Polio RdRp inh FP z-score 1.3.
`Cc1nn(C)c2c1S(=O)(=O)N=C(SCc1c(F)cccc1Cl)S2` gave Polio RdRp inh 88* and Polio RdRp inh FP z-score -2.4*.
`CCOC(=O)c1cc2c(=O)n3ccccc3nc2n(CCCOC)c1=NC(=O)C(C)(C)Oc1ccc(Cl)cc1` gave Polio RdRp inh 105 and Polio RdRp inh FP z-score 0.1.
